# Bcl-XL Bim block – inhibitors of Bim-Bcl-XL binding, primary screen, biochemical, multiplexed, bead flow cytometry, human Bcl-XL | Bcl-2-like protein 1 (Homo sapiens), Q07817 | Bim peptide-Bcl-XL binding, fluorescence | hit rate 0.04% among 190,000 | inhibition, % at 10 µM
# Target sequence (Q07817 whole entry, looked up): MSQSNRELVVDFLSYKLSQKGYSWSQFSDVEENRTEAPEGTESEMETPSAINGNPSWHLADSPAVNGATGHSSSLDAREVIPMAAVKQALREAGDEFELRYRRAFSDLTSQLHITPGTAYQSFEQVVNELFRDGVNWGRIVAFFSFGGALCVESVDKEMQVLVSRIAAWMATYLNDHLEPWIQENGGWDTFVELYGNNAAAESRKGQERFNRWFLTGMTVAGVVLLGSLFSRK
# Bim-Bfl-1 – inhibitors of Bim binding to Bfl-1, primary screen, biochemical, multiplexed, bead-based flow cytometry | Bcl-2-related protein A1 (Homo sapiens), Q16548 | Bim-Bfl-1 binding inhibition | inhibition, % at 10 µM | hit rate 0.12% among 190,000 | AID 1008, 2008;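 note: 0% = wells without compound plus tracer and 100% = blocker peptide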
# RGS7-Gao – RGS7-Galphao binding modulators, primary screen, biochemical, multiplexed bead flow cytometry | binding response (% of control), % at 10 µM | actives lie on both sides | AID 1439, 2008 | Guanine nucleotide-binding protein G(o) subunit alpha (Homo sapiens), P09471 | hit rate 0.35% among 220,000; in the data active = binding response below about 49% or above about 150%; inconclusive = no clear call, values can overlap the other calls; inactive = in between;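 note: fluorescent Galphao held in activated GDP-AlF4 state binding bead-coupled RGS7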
# Bim-Bcl-2 – inhibitors of Bim-Bcl-2 binding, primary screen, biochemical, multiplexed, human Bcl-2 family. inhibition, % at 10 µM. Bead-based flow cytometry, Bim peptide-Bcl-2 binding. hit rate 0.06% among 190,000. Apoptosis regulator Bcl-2 (Homo sapiens), P10415; in the data active = inhibition above about 40%; inconclusive = no clear call, values can overlap the other calls;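 note: 0% = no compound wells with probe peptide and 100% = reference peptide inhibitor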
# Mcl1-Noxa inh – Mcl-1/Noxa binding inhibitors, primary screen, biochemical, TR-FRET, 1536-well | Induced myeloid leukemia cell differentiation protein Mcl-1 (Homo sapiens), Q07820 | TR-FRET Mcl-1/Noxa peptide binding, 2 h | inhibition, % at 21.7 µM | hit rate 1.5% among 220,000 | AID 1022, 2008;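 active = compounds that cut the protein-peptide binding signal by more than 50% relative to plate controls in a single-dose test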;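 note: His-tagged Mcl-1 with rhodamine Noxa BH3 peptide and terbium anti-His antibody; 0% = Mcl-1 plus Noxa peptide wells and 100% = peptide-only wells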
# Target sequence (Q07820 whole entry, looked up): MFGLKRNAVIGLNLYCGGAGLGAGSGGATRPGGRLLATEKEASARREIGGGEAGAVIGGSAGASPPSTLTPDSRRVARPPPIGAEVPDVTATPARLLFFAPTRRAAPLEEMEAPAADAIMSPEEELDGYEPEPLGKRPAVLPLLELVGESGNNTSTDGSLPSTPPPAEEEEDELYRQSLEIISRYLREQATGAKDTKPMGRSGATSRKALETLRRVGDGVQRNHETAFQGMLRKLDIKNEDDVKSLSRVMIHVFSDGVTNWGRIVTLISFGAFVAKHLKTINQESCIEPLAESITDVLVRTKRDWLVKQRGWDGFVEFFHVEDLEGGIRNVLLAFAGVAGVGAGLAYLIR
# RGS8-Gao – RGS8-Galphao binding modulators, primary screen, biochemical, multiplexed bead flow cytometry. actives lie on both sides. AID 1423, 2008. hit rate 0.34% among 220,000. Guanine nucleotide-binding protein G(o) subunit alpha (Homo sapiens), P09471. response (percent of control binding), % at 10 µM; in the data active = response below about 60% or above about 140%; inactive = in between;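 note: Galphao activated as the GDP aluminium fluoride complex binding bead-coupled RGS8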
# Mcl1-Bid inh – Mcl-1/Bid binding inhibitors, primary screen, biochemical, TR-FRET, 1536-well; Induced myeloid leukemia cell differentiation protein Mcl-1 (Homo sapiens), Q07820; TR-FRET Mcl-1/Bid-Dy647 peptide binding; inhibition, % at 21.7 µM; hit rate 0.97% among 220,000; AID 1021, 2008;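 active = compounds that cut the binding signal by more than half at the single screening dose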;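 note: His-tagged Mcl-1 with europium anti-His antibody binding Bid BH3 peptide; 0% = Mcl-1 plus peptide wells and 100% = peptide-only wells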
# Bcl-B Bim block – inhibitors of Bim-Bcl-B binding, primary screen, biochemical, multiplexed, human Bcl-2 family. Bcl-2-like protein 10 (Homo sapiens), Q9HD36. bead-based flow cytometry, Bim peptide-Bcl-B binding. inhibition, % at 10 µM. hit rate 0.073% among 190,000;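 note: 0% = tracer peptide without compound and 100% = reference inhibitor peptide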
# Target sequence (Q9HD36 whole entry, looked up): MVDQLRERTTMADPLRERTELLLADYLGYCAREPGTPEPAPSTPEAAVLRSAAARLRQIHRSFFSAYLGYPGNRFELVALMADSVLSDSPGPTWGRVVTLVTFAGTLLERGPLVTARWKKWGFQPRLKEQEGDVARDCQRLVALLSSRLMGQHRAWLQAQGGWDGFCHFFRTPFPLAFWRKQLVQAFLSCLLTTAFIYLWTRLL
# RGS4-Gao reg – modulators of RGS4 binding to Galphao, primary screen, biochemical, multiplexed bead flow cytometry. hit rate 0.33% among 220,000. actives lie on both sides. AID 1415, 2008. Guanine nucleotide-binding protein G(o) subunit alpha (Homo sapiens), P09471. binding response (% of control), % at 10 µM; in the data active = binding response below about 49% or above about 150%; inactive = in between;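 note: fluorescent Galphao activated with aluminum fluoride binding bead-coupled RGS4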
# Mcl-1 Bim block – inhibitors of Bim peptide binding to Mcl-1, primary screen, biochemical, bead-based flow cytometry, multiplex; hit rate 0.1% among 190,000; Bim peptide-Mcl-1 binding; Induced myeloid leukemia cell differentiation protein Mcl-1 (Homo sapiens), Q07820; inhibition, % at 10 µM;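 note: 0% = no compound tracer wells and 100% = peptide blocker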
# Bim-Bcl-W – inhibitors of Bim binding to Bcl-W, primary screen, biochemical, multiplexed, bead-based flow cytometry; Bim peptide-Bcl-W binding; Bcl-2-like protein 2 (Homo sapiens), Q92843; inhibition, % at 10 µM; hit rate 0.02% among 190,000; AID 952, 2007;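 note: 0% = bound tracer without compound and 100% = peptide blocker; higher means less fluorescent Bim peptide bound to Bcl-W beads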
# Target sequence (Q92843 whole entry, looked up): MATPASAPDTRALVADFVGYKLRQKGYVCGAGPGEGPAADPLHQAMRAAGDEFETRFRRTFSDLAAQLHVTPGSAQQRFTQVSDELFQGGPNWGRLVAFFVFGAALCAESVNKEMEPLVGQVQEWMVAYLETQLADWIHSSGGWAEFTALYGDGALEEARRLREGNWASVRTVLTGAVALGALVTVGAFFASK
# An asterisk follows results filed as active; ? = inconclusive; nt = not tested or not shown. Cut-off read from the data, not from the text of the source, unless noted: active = inhibition above about 40%.
no.	SMILES	RGS7-Gao	Bim-Bcl-W	Mcl1-Bid inh	Bim-Bfl-1	RGS4-Gao reg	Mcl-1 Bim block	RGS8-Gao	Bcl-XL Bim block	Bim-Bcl-2	Mcl1-Noxa inh	Bcl-B Bim block
1	Cc1ccc(N2C(=O)CC(Sc3ncn[nH]3)C2=O)cc1C (configuration not stated)	100	-3	-15	-24	102	-6	99	-5	-13	3	-12
2	CCOC(=O)Cn1c(O)c(N=NC(=O)OC)c2ccccc21	?	nt	-20	nt	99	nt	100	nt	nt	6	nt
3	Cc1ccc(N2CC(C(=O)Nc3nnc(C(C)C)s3)CC2=O)cc1 (configuration not stated)	100	2	-6	1	102	0	102	0	2	25	1
4	C[C@H](NC(=O)c1nc[nH]c1C(=O)N[C@@H](Cc1ccccc1)C(=O)OC(C)(C)C)C(=O)OC(C)(C)C	?	nt	-20	nt	108	nt	104	nt	nt	-44	nt
5	CCCOc1ccc(NC(=O)OC2CCN(C)CC2)cc1	101	-5	-18	1	101	-8	105	-11	-4	22	-16
6	CC(C)C(=O)Nc1ccc2c(c1)nc1n2CCSC1	101	2	-21	-6	101	0	99	-4	-5	-2	-5
7	CC(=O)N1CCN(C2=NC(=O)/C(=C\c3cccs3)S2)CC1	100	-8	-17	-7	98	-7	101	-7	-5	4	-8
8	CC(C)C(=O)NS(=O)(=O)c1ccc(N)cc1	101	0	-29	-11	96	0	100	-12	-4	-2	-6
9	O=C1OC(Nc2ccc(Br)cn2)c2ccccc21 (configuration not stated)	99	-8	-8	-25	101	-9	98	-16	-15	7	-12
10	COc1ccccc1Oc1ccc2c(c1)C(=O)N(c1ccc(Br)c3cccnc13)C2=O	109	5	-5	4	109	4	115	7	6	1	3
11	N#CC1c2ccccc2C=CN1C(=O)c1ccccc1 (configuration not stated)	?	nt	-9	nt	102	nt	99	nt	nt	-7	nt
12	O=C(O)c1cc(/C=C/c2ccc(N3CCOCC3)c([N+](=O)[O-])c2)nc2ccccc12	?	nt	-24	nt	100	nt	104	nt	nt	42	nt
13	Cc1ccc(Oc2ncccc2CO)cc1	108	-3	-2	-10	106	-4	106	-4	-3	-7	-5
14	CCCN1C(=O)/C(=C\C=C2/Sc3ccccc3N2CC)SC1=S	96	-5	-26	5	96	3	95	-2	9	-9	-54
15	Cn1c(S(=O)(=O)O)nc2ccccc21	?	nt	12	nt	103	nt	102	nt	nt	13	nt
16	CCOC(=O)C(CC)/C(C)=N\NC(=O)c1cccc(C)c1 (configuration not stated)	99	0	-44	-10	99	0	105	-1	-4	-6	-4
17	Cc1nc(C(C)NC(=O)CCc2nnc(-c3ccsc3)o2)cs1 (configuration not stated)	97	-3	-18	-4	99	-1	100	-3	-1	0	0
18	Cc1csc(/N=C/N(C)C)c1C#N	?	nt	-31	nt	102	nt	99	nt	nt	-10	nt
19	O=C(CSc1ccc(-c2cccs2)nn1)N1CCCCCC1	100	-6	-4	-9	100	-4	100	-9	-6	6	-13
20	CC(NC(=O)COC(=O)C1CSC2(C)CCC(=O)N12)C12CC3CC(CC(C3)C1)C2 (configuration not stated)	103	-1	-20	-4	102	-1	103	-4	-4	4	-4
21	CCOC(=O)C1(CC2CC2)CCN(C(=O)c2ocnc2C)CC1	101	-3	-29	-8	102	-5	102	-4	-4	8	-5
22	S=c1sc2c(Cl)ncnc2n1-c1ccccc1	98	-2	-6	-5	99	-2	99	-3	-1	5	-6
23	CSc1nnc(C(C)(C)C)c(=O)n1/N=C/c1ccc(Cl)cc1	?	nt	-12	nt	103	nt	101	nt	nt	24	nt
24	CCc1nc(SCc2ccc(C(=O)OC)o2)n[nH]1	86	-4	-22	0	83	-45	89	-6	-4	12	-13
25	Cc1ccc(S(=O)(=O)CC(=O)Nc2ccc(S(=O)(=O)Nc3ccccn3)cc2)cc1	94	-2	-15	-3	98	-1	99	-5	-3	11	-5
26	COC(=O)c1ccc(CSc2nc3cc(Cl)ccc3o2)cc1	101	-1	-5	-18	103	-4	103	-10	-10	17	-12
27	Cc1cccc(C(=O)N2CCN(c3ccc([N+](=O)[O-])c(NCc4ccco4)c3)CC2)c1	99	-1	-48	-2	98	0	99	0	0	10	0
28	O=[N+]([O-])c1c(Nc2ccccc2O)cc(N2CCOCC2)c2nonc12	?	nt	-100	nt	104	nt	100	nt	nt	18	nt
29	CC1CCCC(NC(=O)CCCn2c(=S)[nH]c3ccccc3c2=O)C1C (configuration not stated)	105	-1	-19	-1	101	0	100	-3	2	28	-9
30	CC1(c2ccccc2)NC(=O)N(CCOc2ccccc2)C1=O (configuration not stated)	102	0	-35	-16	103	-6	100	-34	-7	5	-6
31	CC(=O)c1c(C(C)=O)c(C)n(C2CCCCC2)c1C	96	5	-21	1	95	0	92	4	-30	13	6
32	COc1cc(NC(=O)COC(=O)/C=C/c2ccc(OC)c(OC)c2)cc(OC)c1	95	0	8	-3	97	-1	97	-1	-7	14	-2
33	COc1ccc2sc(N(CCCN(C)C)C(=O)c3nc4ccccc4s3)nc2c1	99	1	-2	-1	98	1	100	-1	-1	12	-8
34	O=c1cccccc1NN=C1CCCCC1	?	nt	-39	nt	101	nt	100	nt	nt	-13	nt
35	O=C(NC1CCCCC1)c1nc2c(nnn2Cc2ccccc2Cl)c(=O)[nH]1	102	-6	-16	-16	104	-8	103	-11	-9	-15	-8
36	Cc1ccc(C(CC(=O)c2ccc(Cl)cc2)C(=O)O)cc1 (configuration not stated)	99	-1	0	-5	100	0	102	0	-3	7	0
37	Cc1cccn2cc(CCNS(=O)(=O)c3ccc4c(c3)OCCO4)nc12	111	0	-20	-12	106	-1	104	-3	-6	5	-6
38	Cc1ccc(C2=CSC3=NS(=O)(=O)CCN23)cc1C	104	-1	-7	-1	102	-2	102	0	0	-12	0
39	COCCNC(=O)c1c(NC(=O)c2nc(SC)ncc2Cl)sc2c1CCCC2	99	0	2	-9	100	0	100	-8	-5	nt	-6
40	C=CCNC(=S)Nc1cccc(NC(=S)NCC=C)c1	102	-4	-23	-15	101	-1	103	-7	-6	11	-11
41	CCC1(C)COC(C)(CC(=O)NNC(=O)Nc2ccccc2)OC1 (configuration not stated)	104	-2	-9	-6	105	-2	106	-3	-1	-3	-2
42	CC(=O)N=C1SC2CS(=O)(=O)CC2N1c1ccccc1Cl (configuration not stated)	103	0	4	-15	102	-1	101	-2	-5	-7	-6
43	CN(C)C=NC(=O)c1cc(C(=O)c2ccccc2)c[nH]1	?	1	-26	-4	97	0	99	-2	1	22	1
44	COc1ccc(-c2nnc3ccc(SCC(=O)NCc4ccco4)nn23)cc1OC	100	6	-14	-2	102	1	101	11	-4	19	-5
45	Cc1snc2sc(C(=O)c3ccc(F)cc3)c(N)c12	?	nt	-50	nt	97	nt	98	nt	nt	-2	nt
46	COc1ccc(CNC(=O)C2CC(c3ccccc3C(F)(F)F)=NO2)cc1 (configuration not stated)	?	nt	-40	nt	104	nt	101	nt	nt	-54	nt
47	CC(C)(C)c1[nH]nc2c1C(c1cccnc1)C(C#N)=C(N)O2 (configuration not stated)	96	2	-96	-3	99	-5	100	0	-1	2	-3
48	COc1ccccc1OCCOCCn1cnc2ccccc2c1=O	99	-3	-6	-18	100	-5	100	-12	-7	7	-11
49	COC(=O)c1ccc(C2C(C#N)=C(C)NC3=C2C(=O)CC(C)(C)C3)cc1 (configuration not stated)	103	0	-8	-1	104	-3	103	-3	-2	11	-4
50	Cc1ccc(Cl)cc1N(CC(=O)N1CCCCCC1)S(C)(=O)=O	100	0	-30	-16	99	0	100	-4	-12	-1	-5
51	COc1ccc(CNC(=O)C(NC(C)=O)C(=O)Nc2ccc(C(C)C)cc2)cc1 (configuration not stated)	103	-1	-13	5	102	-1	100	-4	0	0	3
52	C/C(=N/NC(=O)Cc1c(C)[nH][nH]c1=O)c1ccc(O)cc1	99	-5	-59	-16	98	-5	100	-11	-8	-6	-9
53	O=C(c1ccccc1)N1CCN(C(=O)N2CCOCC2)CC1	103	-1	40	0	101	1	103	-2	5	-12	3
54	Cc1cc(Br)ccc1NCc1ccccn1	98	0	19	-9	106	0	103	-1	-5	19	-7
55	Cc1cc(C(=O)COC(=O)C2=NNC(=O)CC2)c(C)n1-c1cccc(C(F)(F)F)c1	99	-3	-49	0	100	-2	99	0	-4	8	-4
56	C/C(=N\Nc1ccc2nncn2n1)c1ccco1	?	nt	-30	nt	99	nt	99	nt	nt	8	nt
57	COC(=O)Cn1cccc1C(=O)c1ccccc1	100	-3	-5	-23	100	-6	102	-10	-11	5	-11
58	COc1cc(Cl)cc2c1Sc1ccccc1/C2=C/CCN(C)C	105	-31	24	-28	106	-36	101	-30	-29	49	-47
59	CN1CCN(c2nc3c(c(=O)[nH]c(=O)n3C)n2CCCSc2nnnn2-c2ccccc2)CC1	94	-1	-6	-2	96	-4	99	-4	-1	36	-8
60	Nc1nc(SCC(=O)NC2CCCc3ccccc32)n[nH]1 (configuration not stated)	104	2	5	0	93	-2	95	0	-1	13	0

# (continued)
no.	SMILES	RGS7-Gao	Bim-Bcl-W	Mcl1-Bid inh	Bim-Bfl-1	RGS4-Gao reg	Mcl-1 Bim block	RGS8-Gao	Bcl-XL Bim block	Bim-Bcl-2	Mcl1-Noxa inh	Bcl-B Bim block
61	O=C(Nc1ccccc1Cl)C(Cl)C(=O)c1ccccc1 (configuration not stated)	95	1	-21	11	95	-5	93	0	3	43	0
62	Cc1cc2nc3c(nc2cc1C)C(O)=C3O	?	nt	-55	nt	100	nt	99	nt	nt	26	nt
63	COc1ccc2nc(/C=N/NC(=O)CCCCCNC(=O)OC(C)(C)C)ccc2c1	?	nt	-14	nt	99	nt	101	nt	nt	0	nt
64	CCN(CC)S(=O)(=O)c1ccc(NC(=O)c2c(-c3ccccc3)noc2C)cc1	127	3	0	-10	114	-2	110	-2	-10	8	-4
65	Cc1cc[n+](-c2[nH]c(=O)sc2/C=N/NC(=O)c2ccccc2[O-])cc1C	103	-4	-46	-8	90	-6	100	-7	-8	26	-10
66	O=C1c2ccccc2C(=O)N1CCc1nc(-c2ccc(Cl)cc2)no1	101	0	-2	-1	98	0	104	-2	3	8	0
67	CCO[C@H]1OC(C(=O)NCc2ccccc2)=C[C@@H](c2cn(C(C)=O)c3ccccc23)[C@@H]1CCCO	100	0	-2	-5	102	-2	103	0	-1	-12	-6
68	O=[N+]([O-])c1nn(-c2ccccc2)n(O)c1=NCCc1ccccc1	102	-2	-13	-1	101	-1	103	-2	-2	12	-2
